Bioassay records deposited in PubChem BioAssay by National Center for Advancing Translational Sciences (NCATS).
Abeta rescue = A-beta toxicity reversal in yeast. actives 0.063% (n = 410,000). Potency, µM (top dose mostly 46.1 µM), inactives show at the highest dose growth rescue, usual class: activators. yeast expressing A-beta42, growth rescue, OD600, 48 h; response scale: 0% DMSO, 100% iron-clioquinol control; further: potency means the concentration at half of the fitted maximal effect; nearly all actives have a fitted effect of over 55% in size
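Yeast A-beta toxicity model in growth medium with pinned compounds, 48 h at 30 C; growth read as absorbance at 600 nm. Normalized to FeCl3/clioquinol equimolar mix (positive) and DMSO (negative).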
IL-2 act = activators of IL-2. IL-2 activation reporter assay, cell-based qHTS; stimulated with anti-CD3/CD4/CD28 beads; in transgenic mouse T cells. activation, % (series mostly up to about 46 µM). actives 0.065% (n = 360,000). AID 652025; in the data active means activation above about 50%; inconclusive means mostly about 30% to 49%; further: 0% is about no effect
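EGFP and DsRed fluorescence is measured by plate cytometry in unstimulated transgenic mouse T cells exposed to compound for 60 minutes, then stimulated 18 hours at 37 degrees C with anti-CD3/anti-CD4 beads plus anti-CD28.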
WRN helicase inh = inhibitors of human WRN helicase; WRN helicase unwinding, fluorescent forked duplex, kinetic; AID 651768; actives 0.46% (n = 360,000); Q14191; Potency, µM (titrated, usually from 114 µM), for the others: at the highest dose activity change, negative = inhibition, hits mostly inhibitors; further: potency means the concentration at half of the fitted maximal effect; on the % scale 0 is the no-effect control and ±100 the full control effect; nearly all actives have a fitted effect of over 55% in size
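Kinetic fluorescence helicase assay: unwinding of a quenched forked DNA duplex (100 nM final) with 2 mM ATP final raises red fluorescence (525/598 nm). Compounds sat 15 min at room temperature with 20 nM WRN beforehand.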
FUS yeast rescue = suppressors of FUS proteinopathy in yeast | S. cerevisiae FUS-expressing, growth rescue, OD600, 24 h | Potency, µM (series often up to 76.6 µM), for the others: at the top dose growth rescue (activation), actives largely listed as activators | actives 0.24% (n = 390,000) | AID 1347120;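 further: potency means the concentration at half of the fitted maximal effect; plate controls were DMSO vehicle for no effect and reference control for full effect; nearly all actives have a fitted effect of over 55% in size; some results filed as inactive show a strong effect at the top dose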
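Galactose (2%) drives FUS expression in yeast precultured in raffinose; seeding density OD 0.005. Test compounds incubated 24hr at 30C and 99% humidity before absorbance at 600 nm was measured.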
PLK1 PBD inh = inhibitors of human PLK1 polo-box domain binding; P53350; Plk1 PBD binding of FITC phosphopeptide, fluorescence polarization; Potency, µM, for the others: max response, negative = inhibition, hits mostly inhibitors; actives 2.8% (n = 360,000); AID 720504; further: potency means the concentration at half of the fitted maximal effect; series mostly up to about 57 µM; on the % scale 0 is the no-effect control and ±100 the full control effect; nearly all actives have a fitted effect of over 65% in size
Target sequence (P53350 whole entry, looked up, the tested form may be a part): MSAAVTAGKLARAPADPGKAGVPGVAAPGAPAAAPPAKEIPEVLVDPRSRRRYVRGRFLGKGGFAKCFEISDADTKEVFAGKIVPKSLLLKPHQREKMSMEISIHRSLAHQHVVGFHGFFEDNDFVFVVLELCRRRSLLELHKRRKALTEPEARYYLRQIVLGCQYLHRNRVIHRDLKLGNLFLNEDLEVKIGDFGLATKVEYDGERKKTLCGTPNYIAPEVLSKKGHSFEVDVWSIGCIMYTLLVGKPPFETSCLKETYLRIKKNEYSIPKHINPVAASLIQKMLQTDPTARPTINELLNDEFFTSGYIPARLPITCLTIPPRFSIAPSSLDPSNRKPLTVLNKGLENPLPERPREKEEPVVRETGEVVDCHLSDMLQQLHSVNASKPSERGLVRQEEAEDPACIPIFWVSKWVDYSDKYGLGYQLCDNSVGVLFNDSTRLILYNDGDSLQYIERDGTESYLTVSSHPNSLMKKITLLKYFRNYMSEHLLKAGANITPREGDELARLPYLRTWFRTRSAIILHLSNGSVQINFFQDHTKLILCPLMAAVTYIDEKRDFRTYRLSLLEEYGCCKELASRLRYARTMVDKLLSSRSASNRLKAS
PI5P4K alpha inh = blocks human PI5P4K alpha kinase activity. P48426. max response, %. actives 1.2% (n = 330,000). PI5P4Kalpha enzyme, ADP-Glo luminescence, 60 min; stronger effect = lower value. AID 652105; active means max response of -50% or lower; inconclusive means between -30% and -50%; inactive means -30% or higher; further: value at the top dose of about 77 µM; on the % scale 0 is the no-effect control and ±100 the full control effect
Target sequence (P48426 whole entry, looked up): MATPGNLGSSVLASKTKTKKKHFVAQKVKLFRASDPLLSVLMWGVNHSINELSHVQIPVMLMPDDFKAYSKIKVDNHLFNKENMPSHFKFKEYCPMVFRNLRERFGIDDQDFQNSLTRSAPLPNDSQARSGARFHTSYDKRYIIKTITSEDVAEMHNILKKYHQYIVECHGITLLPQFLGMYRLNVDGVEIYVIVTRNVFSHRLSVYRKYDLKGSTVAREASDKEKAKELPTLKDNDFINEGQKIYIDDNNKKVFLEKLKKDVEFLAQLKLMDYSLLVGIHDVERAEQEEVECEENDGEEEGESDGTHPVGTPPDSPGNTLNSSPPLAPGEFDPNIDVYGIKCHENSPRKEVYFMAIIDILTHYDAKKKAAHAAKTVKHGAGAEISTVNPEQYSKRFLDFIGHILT
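Quantitative HTS of the MLSMR library against PI5P4Kalpha with substrate. ATP added last at 5 microM final; room temperature, 60 minutes. Remaining ATP depleted, ADP converted and read as luminescence.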
EPAC1 antagonist = EPAC1 (human) antagonism; actives 0.14% (n = 360,000); Potency, µM (top dose mostly 115 µM), inactives show at the highest dose activity change, negative = inhibition, actives largely listed as inhibitors; AID 720709; O95398; EPAC1 GEF assay, Rap1b-BODIPY-GDP exchange fluorescence;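 further: potency means the concentration at half of the fitted maximal effect; plate controls were vehicle for no effect and positive control for full effect; nearly all actives have a fitted effect of over 50% in size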
aSyn rescue = inhibitors of alpha-synuclein toxicity in yeast. actives 0.14% (n = 370,000). Potency, µM (series often up to 46.1 µM), for inactives: at the highest dose growth rescue (activation), most hits filed as activators. Yeast expressing alpha-synuclein, growth rescue, BacTiter-Glo, 24 h. AID 652106; further: potency means the concentration at half of the fitted maximal effect; % of control where 0% means no effect; nearly all actives have a fitted effect of over 65% in size
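Rescue of yeast growth: cells expressing toxic alpha-synuclein, induced in galactose at OD600 0.02, incubated with compound 24 h at 30 C. ATP luminescence quantified growth; inhibitors of toxicity appear as activators.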
EPAC1 ag = agonists of human EPAC1; Potency, µM (titrated, usually from 154 µM), for inactives: top-dose activation, most hits filed as activators; EPAC1 agonist qHTS, biochemical assay; response scale: 100% = response to 6.5 mM cAMP; actives 0.073% (n = 360,000); AID 720707; further: potency means the concentration at half of the fitted maximal effect; nearly all actives have a fitted effect of over 60% in size
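EPAC1 100 nM, Rap1B–BODIPY-GDP 250 nM, unlabeled GDP 50 uM; compound titration; 5 min RT; kinetic read ex480/em540 at 5-min intervals ×30 min; data normalized to 6.5 mM cAMP agonist control.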
The depositor's hits bear a star; ? = inconclusive; nt = not tested or not shown; [ ] = dose if it differs, or a comment. Unless noted, the call rests on the fitted dose curve; in most records, active means well fitted curve in the direction sought with a large enough effect; inconclusive means small, poorly fitted or top-dose-only effect, or another doubt; inactive means no such curve, though single readings can be large; an effect the other way counts as inactive or inconclusive.

SMILES | Abeta rescue | IL-2 act | WRN helicase inh | FUS yeast rescue | PLK1 PBD inh | PI5P4K alpha inh | EPAC1 antagonist | aSyn rescue | EPAC1 ag
O=C(CN1C(=O)CSc2ccc(S(=O)(=O)N3CCOCC3)cc21)NCCCN1CCc2ccccc2C1 | -9% | 6.9 | -3% | 8% | -14% | 0 | -11% | -9% | -15%
CCn1nnnc1SCC(=O)N1c2ccccc2NC(=O)CC1C (configuration not stated) | 0% | 2.3 | -2% | -11% | 7% | -4 | -8% | 2% | 14%
COc1ccc([N+](=O)[O-])cc1N(CC(O)CN1C(=O)NC(C)(C)C1=O)S(=O)(=O)c1ccc(C)cc1 (configuration not stated) | 5% | -0.8 | 3% | -4% | 5% | 2 | 1% | -1% | -11%
CC(OC(=O)c1cc(=O)[nH]c2ccccc12)c1ccccc1 (configuration not stated) | 14% | 0.5 | -15% | 23% | -1% | nt | -1% | -5% | 5%
CCNC(=S)N(Cc1cc2c(C)ccc(C)c2[nH]c1=O)C1CCCC1 | -4% | -0.4 | -5% | -32% | -1% | 6 | -12% | -6% | 3%
Cc1oc(-c2cccc(Cl)c2)[n+]([O-])c1C | -15% | -2.0 | 5% | 3% | 30µM* | -9 | 4% | -9% | 1%
Cc1cc(C)nc(SCc2nc(N)nc(-c3ccccc3O)n2)n1 | 9% | -0.7 | -5% | 12% | -1% | 0 | 3% | 6% | -3%
CCN(CC)C(=O)Cn1cc(SCC(=O)Nc2cc(C)on2)c2ccccc21 | -9% | 0.5 | 7% | -2% | ? | -6 | 7% | -1% | 10%
CCCC(=O)n1nc(NCc2ccc(OC)cc2)nc1NCc1ccc(OC)cc1 | 8% | 0.0 | -10% | 40% | -2% | 19 | 5% | 20% | 1%
COc1ccc(S(=O)(=O)N2CCOCC2)cc1NC(=O)CSc1ncccn1 | 5% | -0.2 | -22% | 15% | -5% | -4 | -10% | 3% | 1%

Seven of the compounds above, with two lines to a compound.
Values run as follows: Abeta rescue, IL-2 act, WRN helicase inh, FUS yeast rescue, PLK1 PBD inh, PI5P4K alpha inh, EPAC1 antagonist, aSyn rescue, EPAC1 ag
CC(OC(=O)c1cc(=O)[nH]c2ccccc12)c1ccccc1 (configuration not stated)
    14%, 0.5, -15%, 23%, -1%, nt, -1%, -5%, 5%
CCNC(=S)N(Cc1cc2c(C)ccc(C)c2[nH]c1=O)C1CCCC1
    -4%, -0.4, -5%, -32%, -1%, 6, -12%, -6%, 3%
Cc1oc(-c2cccc(Cl)c2)[n+]([O-])c1C
    -15%, -2.0, 5%, 3%, 30µM*, -9, 4%, -9%, 1%
Cc1cc(C)nc(SCc2nc(N)nc(-c3ccccc3O)n2)n1
    9%, -0.7, -5%, 12%, -1%, 0, 3%, 6%, -3%
CCN(CC)C(=O)Cn1cc(SCC(=O)Nc2cc(C)on2)c2ccccc21
    -9%, 0.5, 7%, -2%, ?, -6, 7%, -1%, 10%
CCCC(=O)n1nc(NCc2ccc(OC)cc2)nc1NCc1ccc(OC)cc1
    8%, 0.0, -10%, 40%, -2%, 19, 5%, 20%, 1%
COc1ccc(S(=O)(=O)N2CCOCC2)cc1NC(=O)CSc1ncccn1
    5%, -0.2, -22%, 15%, -5%, -4, -10%, 3%, 1%

Later entries
SMILES | Abeta rescue | IL-2 act | WRN helicase inh | FUS yeast rescue | PLK1 PBD inh | PI5P4K alpha inh | EPAC1 antagonist | aSyn rescue | EPAC1 ag
NNC(=O)c1ccc2ccccc2n1 | 6% | 0.0 | -2% | -15% | 6% | -7 | -6% | -2% | 0%
COc1ccc(C(CNC(=O)c2cccc(S(=O)(=O)Nc3ccccc3Cl)c2)N2CCOCC2)cc1 (configuration not stated) | -2% | -3.2 | -31% | ? | 2% | 9 | 4% | 7% | 3%
O=C(COC(=O)Cc1ccccc1[N+](=O)[O-])NCc1ccc(Cl)cc1 | -32%[inhibitor] | 1.3 | -2% | 2% | -3% | 0 | -8% | 12% | -1%
CCOc1ccccc1Nc1ncnc2ccc(Br)cc12 | -10% | -0.3 | 1% | 7% | 0% | -2 | -9% | -2% | 2%
CCOC(=O)C(C)Sc1nc(-c2ccccc2)nc2ccccc12 (configuration not stated) | 9% | -3.3 | -3%[57.1 µM] | 21% | 6% | 22 | -6% | ? | 0%
COc1cc(C(C)=O)ccc1OCC(O)Cn1nc(C)c(C(C)=O)c1C (configuration not stated) | -1% | -2.0 | 9% | 2% | -21% | -4 | -9% | -2% | 5%
CN(Cc1cccc(F)c1)C(=O)c1ccccc1Sc1ccccc1C#N | 5% | -1.0 | -26% | 28% | -24% | 9 | -14% | 14% | 18%
O=C(C1=C(O)C(=O)N(Cc2ccco2)C1c1cccs1)c1cccs1 (configuration not stated) | 2% | 3.6 | -33% | nt | -24% | -7 | 7% | -4% | 2%
CC(Cc1cccs1)NC(=O)CCCn1nnnc1CN1CCOCC1 (configuration not stated) | -2% | 1.9 | -35% | nt | -3% | 9 | -9% | 0% | 6%
COc1cccc(NC(=O)C2(C)CCCN2C(=O)C(C)C)c1OC (configuration not stated) | 0% | 0.2 | 7% | -8% | -9% | -2 | 32% | 2% | -17%
CC(=O)Nc1ccc(NC(=O)C2CCCN2S(=O)(=O)c2cccc3nsnc23)cc1 (configuration not stated) | 6% | -1.8 | -3% | 4% | -3% | -1 | 13% | -2% | 10%
Cc1nn(CCc2nn[nH]n2)c2nc(-c3ccc(C4CCCCC4)cc3)cc(C(F)(F)F)c12 | -6% | -2.4 | ? | -15% | ? | 28 | 79µM* | -14% | -15%
Cc1c(Cl)c(C(F)(F)F)nn1CC(=O)NCc1ccccc1 | -5% | -2.0 | -20% | -2% | -4% | nt | 9% | -7% | -11%
COC(=O)[C@]12CCCCC=C1N(Cc1ccc(Cl)cc1Cl)C(=O)[C@H](CC(=O)N1CCSCC1)C2 | 4% | 0.9 | -3% | ? | -4% | 12 | -12% | 7% | -1%
CCOC(=O)C(Cc1ccccc1)c1ccnc2ncnn12 (configuration not stated) | -9% | -0.5 | 2% | 4% | -2% | 5 | -4% | -1% | -3%
O=C(Nc1cccc(C(=O)N2CCOCC2)c1)c1ccccc1Cl | 4% | -0.7 | -8% | 16% | -6% | -1 | -19% | 0% | -10%
CCNc1nc(NC(C)CC)nc(ON=C(C)C)n1 (configuration not stated) | -5% | 1.3 | 0% | -26% | 3% | 4 | 0% | -1% | 11%
C/C(=N\OC(=O)Nc1ccccc1)c1cnn(-c2cc(C(F)(F)F)cc(C)n2)c1C | -7% | -0.3 | -4% | -4% | 0% | -2 | 12% | -9% | -3%
COc1ccc(C(=O)NNC2=CC(=O)CC(C)(C)C2)cc1 | 2% | 1.0 | -4% | 12% | -2% | 2 | 11% | -1% | 5%
Cn1c(CS(=O)Cc2c(Cl)cccc2Cl)nnc1SCc1c(Cl)cccc1Cl (configuration not stated) | -32%[inhibitor] | -2.6 | -12% | 40% | -8% | nt | 6% | 0% | 9%
CCN1CCC(NC(=O)Nc2cccc(C(F)(F)F)c2)CC1 | -7% | -3.2 | -25%[57.1 µM] | 11% | -9% | 5 | -16% | 1% | 5%
O=[N+]([O-])c1ccc(C=NN2CCNC2=S)o1 | -6% | -0.5 | -5% | 8% | -2% | -3 | 7% | 6% | 1%
C=CC[C@@H](CC(=O)N(CCO)Cc1ccccc1)C(=O)N[C@H](COC(=O)[C@@H](CC=C)CC(=O)OC(C)(C)C)Cc1c[nH]c2ccccc12 | 7% | -3.6 | -9% | ? | 1% | 0 | -21% | -1% | -33%[inhibitor]
C=CCNC(=O)CCCOc1cccc(C)c1 | 6% | -1.3 | 3% | -9% | 1% | nt | 15% | 3% | -3%
COCCOC(=O)c1c(C)n(C)c2ccc(OC(=O)N3CCOCC3)cc12 | 4% | -2.3 | 9% | 12% | -5% | -3 | 7% | -7% | -1%
Cc1ccc(NC(=O)c2csc3c2CCCC3)cc1 | -2% | -0.9 | 3% | 0% | -16% | 9 | ? | 0% | 7%
CCOC(=O)N1CCN(C(=O)CSc2nnc(CNC(=O)c3ccccc3F)o2)CC1 | 4% | 2.0 | 0% | 8% | -7% | 1 | -9% | 0% | -15%
CCN(CC)c1ccc(C(=O)Nc2ccccc2)cc1[N+](=O)[O-] | -7% | 1.6 | -4% | 7% | -1% | -2 | ? | 4% | -2%
Cc1ccc(S(=O)(=O)n2cnc3ccccc32)cc1 | 12% | 1.7 | -3% | -2% | -10% | 1 | 12% | -5% | 13%
CC(Sc1nnc(-c2ccco2)o1)C(=O)NCCC1=CCCCC1 (configuration not stated) | 12% | -0.1 | 2% | 5% | -10% | 3 | 11% | -14% | -2%
C=CCn1c(SCC(=O)N2c3ccccc3Sc3ccccc32)nnc1-c1ccco1 | 8% | -0.6 | -3% | 3% | -4% | 2 | -1% | ? | 5%
N#Cc1ccccc1OCC(=O)Nc1c(C(=O)C2CC2)oc2ccccc12 | 10% | -1.4 | -3% | 19% | -8% | 2 | -9% | -1% | -5%
COc1cccc(/C=C2\NC(=O)NC2=O)c1O | 10% | 0.1 | -5%[57.1 µM] | 15% | -8% | -11 | 15% | -5% | 1%
C=CCN(CC=C)C(=S)NC(=O)/C=C/c1ccc(C)cc1 | -9% | 0.0 | -7% | nt | 7% | -6 | 6% | -3% | -5%
CCOc1ccc(C(=O)Nc2ncccc2Cl)cc1 | -16% | 2.4 | 8% | -21% | ? | 0 | -2% | -1% | -20%
